EPAC1 ag = EPAC1 (human) agonism. 360,000 compounds, 0.073% hits. Potency, µM (top dose mostly 154 µM), without a hit: at the top dose activation, hits mostly activators. AID 720707. EPAC1 agonist qHTS, biochemical assay; response scale: 100% = response to 6.5 mM cAMP; also: potency is read from the fitted curve at half-maximal effect; nearly all actives have a fitted effect of over 60% in size
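Compounds were pinned as a concentration titration into mixtures of EPAC1 (100 nM), BODIPY-GDP-loaded Rap1B (250 nM) and GDP (50 uM). After 5 min at room temperature, fluorescence was followed for 30 min; activity was scaled to 6.5 mM cAMP.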
aSyn rescue = inhibitors of alpha-synuclein toxicity in yeast; Yeast expressing alpha-synuclein, growth rescue, BacTiter-Glo, 24 h; Potency, µM (top dose mostly 46.1 µM), without a hit: at the highest dose growth rescue (activation), most hits filed as activators; 370,000 compounds, 0.14% hits; AID 652106; also: potency is read from the fitted curve at half-maximal effect; % of control where 0% means no effect; nearly all actives have a fitted effect of over 65% in size
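Readout is rescue of growth in alpha-synuclein-expressing yeast, so inhibitors of toxicity appear as activators. Growth after 24 hr at 30 deg C in galactose medium is quantified by luminescence.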
EPAC1 antag = EPAC1 (human) antagonism; O95398; EPAC1 GEF assay, Rap1b-BODIPY-GDP exchange fluorescence; Potency, µM (doses to about 115 µM), without a hit: top-dose activity change, negative = inhibition, hits mostly inhibitors; 360,000 compounds, 0.14% hits; AID 720709;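 also: potency is read from the fitted curve at half-maximal effect; plate controls were vehicle for no effect and positive control for full effect; nearly all actives have a fitted effect of over 50% in size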
PI5P4Ka inh = PI5P4K alpha (human) kinase inhibition; max response, %; PI5P4Kalpha enzyme, ADP-Glo luminescence, 60 min; hits give low values; 330,000 compounds, 1.2% hits; AID 652105; active = max response of -50% or lower; inconclusive = between -30% and -50%; inactive = -30% or higher; also: value at the top dose of about 77 µM; % is scaled to controls: 0 for no effect and ±100 for the full control effect
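qHTS, 1536-well: enzyme/substrate mix, compound by pin tool, 5 microM ATP final; RT 60 min; ADP-Glo reagents 1 (45 min) then 2 (30 min); luminescence.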
Abeta rescue = compounds reversing amyloid beta toxicity in yeast | yeast expressing A-beta42, growth rescue, OD600, 48 h; response scale: 0% DMSO, 100% iron-clioquinol control | Potency, µM (doses to about 46.1 µM), for the others: top-dose growth rescue, most hits filed as activators | 410,000 compounds, 0.063% hits; also: potency is read from the fitted curve at half-maximal effect; nearly all actives have a fitted effect of over 55% in size
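Yeast growth medium received pinned compounds, then yeast cells expressing toxic A-beta were added; plates incubated at 30 C for 48 hr. Growth read as absorbance at 600 nm, normalized to DMSO and equimolar FeCl3 plus clioquinol controls.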
PLK1 PBD inh = PLK1 (human) polo-box domain binding inhibition | P53350 | Plk1 PBD binding of FITC phosphopeptide, fluorescence polarization | Potency, µM, without a hit: max response, negative = inhibition, hits mostly inhibitors | 360,000 compounds, 2.8% hits; also: potency is read from the fitted curve at half-maximal effect; series mostly up to about 57 µM; % is scaled to controls: 0 for no effect and ±100 for the full control effect; nearly all actives have a fitted effect of over 65% in size
WRN inhibitor = WRN helicase (human) inhibition. Q14191. WRN helicase unwinding, fluorescent forked duplex, kinetic. Potency, µM (titrated, usually from 114 µM), without a hit: top-dose activity change, negative = inhibition, hits mostly inhibitors. 360,000 compounds, 0.46% hits; also: potency is read from the fitted curve at half-maximal effect; % is scaled to controls: 0 for no effect and ±100 for the full control effect; nearly all actives have a fitted effect of over 55% in size
Target sequence (Q14191 whole entry, looked up): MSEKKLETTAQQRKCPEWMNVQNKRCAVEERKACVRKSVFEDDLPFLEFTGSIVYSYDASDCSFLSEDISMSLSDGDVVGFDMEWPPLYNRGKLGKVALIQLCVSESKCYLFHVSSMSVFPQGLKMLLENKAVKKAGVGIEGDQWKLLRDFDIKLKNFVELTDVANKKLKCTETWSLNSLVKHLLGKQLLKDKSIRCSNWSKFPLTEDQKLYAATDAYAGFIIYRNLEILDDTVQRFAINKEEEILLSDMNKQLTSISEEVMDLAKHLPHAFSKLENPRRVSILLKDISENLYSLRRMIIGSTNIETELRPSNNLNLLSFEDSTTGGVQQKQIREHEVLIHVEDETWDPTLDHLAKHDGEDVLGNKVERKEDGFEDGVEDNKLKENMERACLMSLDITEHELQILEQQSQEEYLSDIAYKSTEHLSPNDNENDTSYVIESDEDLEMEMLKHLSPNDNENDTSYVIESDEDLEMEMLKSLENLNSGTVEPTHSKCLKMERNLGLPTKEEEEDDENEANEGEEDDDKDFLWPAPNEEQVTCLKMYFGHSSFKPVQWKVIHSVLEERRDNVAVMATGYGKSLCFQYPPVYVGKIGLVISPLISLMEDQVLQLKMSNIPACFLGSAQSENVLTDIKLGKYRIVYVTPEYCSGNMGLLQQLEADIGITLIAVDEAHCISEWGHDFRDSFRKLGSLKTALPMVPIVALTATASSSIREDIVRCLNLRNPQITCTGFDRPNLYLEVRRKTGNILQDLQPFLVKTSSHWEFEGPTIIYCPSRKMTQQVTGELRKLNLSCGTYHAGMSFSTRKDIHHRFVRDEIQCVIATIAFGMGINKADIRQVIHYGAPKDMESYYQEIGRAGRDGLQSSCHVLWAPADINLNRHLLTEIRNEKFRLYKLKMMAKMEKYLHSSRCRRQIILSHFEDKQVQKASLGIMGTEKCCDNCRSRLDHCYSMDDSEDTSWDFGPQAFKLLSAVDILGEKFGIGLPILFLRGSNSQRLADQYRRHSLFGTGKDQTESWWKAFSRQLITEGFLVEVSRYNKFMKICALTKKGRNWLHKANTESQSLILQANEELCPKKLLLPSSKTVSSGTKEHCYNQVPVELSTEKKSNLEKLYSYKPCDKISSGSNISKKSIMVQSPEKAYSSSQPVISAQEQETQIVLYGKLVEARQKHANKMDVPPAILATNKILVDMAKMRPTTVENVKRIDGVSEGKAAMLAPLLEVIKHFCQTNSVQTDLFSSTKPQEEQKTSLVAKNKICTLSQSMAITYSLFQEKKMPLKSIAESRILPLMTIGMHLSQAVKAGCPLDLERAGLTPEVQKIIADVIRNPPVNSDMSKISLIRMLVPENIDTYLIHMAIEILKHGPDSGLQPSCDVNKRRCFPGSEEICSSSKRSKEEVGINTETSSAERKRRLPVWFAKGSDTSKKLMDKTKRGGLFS
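WRN at 20 nM final preincubated with compound 15 min at room temperature; reaction started with 100 nM fluorophore/quencher forked duplex oligonucleotide and 2 mM ATP final. Unwinding followed kinetically by red fluorescence (ex 525, em 598 nm).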
FUS suppressor = rescues growth of FUS-expressing yeast; 390,000 compounds, 0.24% hits; Potency, µM (top dose mostly 76.6 µM), inactives show top-dose growth rescue (activation), hits mostly activators; S. cerevisiae FUS-expressing, growth rescue, OD600, 24 h;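 also: potency is read from the fitted curve at half-maximal effect; plate controls were DMSO vehicle for no effect and reference control for full effect; nearly all actives have a fitted effect of over 55% in size; some results filed as inactive show a strong effect at the top dose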
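Read-out: OD at 600 nm after 24hr at 30C, reporting rescue of FUS-induced yeast toxicity. Cells at OD 0.005 in galactose (2%) minimal medium; compounds tested in a dilution series; CP55940 titration from 92uM final as control.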
IL-2 act = activators of IL-2. activation, % (series mostly up to about 46 µM). 360,000 compounds, 0.065% hits. IL-2 activation reporter assay, cell-based qHTS; stimulated with anti-CD3/CD4/CD28 beads; in transgenic mouse T cells; in the data active = activation above about 50%; inconclusive = mostly about 30% to 49%; also: 0% is about no effect
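Readout is EGFP and DsRed signal by fluorescent plate cytometry after 18 h at 37 degrees C. Transgenic mouse T cells (750/well) received compound for 60 min before bead stimulation (anti-CD3, anti-CD4, anti-CD28); memory T cells served as non-tolerant control.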
* hit, by the source's call; ? = inconclusive; . = no result given; & = joins results of further samples; [ ] = another dose, or the depositor's remark. Unless noted, calls follow the shape of the dose curve; as a rule, active = well fitted curve in the direction sought with a large enough effect; inconclusive = small, poorly fitted or top-dose-only effect, or another doubt; inactive = no such curve, though single readings can be large; an effect the other way counts as inactive or inconclusive.

SMILES	EPAC1 ag	aSyn rescue	EPAC1 antag	PI5P4Ka inh	Abeta rescue	PLK1 PBD inh	WRN inhibitor	FUS suppressor	IL-2 act
O=C(/C=C\c1ccc2c(c1)OCO2)Nc1c2c(nn1-c1ccc(Cl)cc1)CSC2	-18%	-10%	3%	-2	-6%	-2%	-3%	22%	-4.6
O=C(Nc1nc(-c2ccncc2)cs1)c1ccc(F)cc1	3%	-5%	16%	0	-5%	-1%	-4%	-9%	0.8
O=C(CN1C(=O)C2CC=C(Cl)CC2C1=O)Nc1ccc(C(=O)O)cc1 (stereo not drawn)	5%	-11%	-8%	.	-8%	-8%	-12%	17%	-1.2
Cc1ccc(NC(=S)N(CCCN2CCC(C)CC2)Cc2ccco2)cc1	2%	-3%	-6%	0	1%	-18%	6%	22%	0.7
COc1ccc(/C=C(\C#N)C(=O)OCC(=O)Nc2ccc(-c3nc4ccc(C)cc4s3)cc2)cc1	2%	0%	-4%	-4	5%	9%	-4%	26%	2.1
CCCCN(CCCC)Cc1ccc(C(=O)NNC(=O)Nc2ccc(Cl)cc2)o1	-6%	0%	-1%	8	-6%	-8%	-9%	22%	0.9
CCCS(=O)(=O)NC(=O)C1(C)CCN(C(=O)c2ccc(OC)c(F)c2)C1 (stereo not drawn)	5%	-10%	-11%	-3	-2%	-7%	0%	-18%	0.3
O=c1[nH]c(/C=C/c2ccccc2[N+](=O)[O-])nc2ccccc12	8%	-2%	-7%	-1	-18%	-18%	-11%	.	-0.4
CCOC(=O)CC(=O)Nc1ccsc1C(N)=O	-3%	0%	19%	-7	-4%	-3%	16%	-11%	1.6
CCOC(=O)[C@H]1[C@H]2COc3ccc(C)cc3[C@@H]2N2C(=O)c3cc(C)ccc3NC(=O)[C@@]12C	-14%	1%	-10%	3	7%	-15%	-1%	-22%	-0.1
CN(Cc1ccn[nH]1)C(=O)C1CCC(=O)N(Cc2cccc(C(F)(F)F)c2)C1 (stereo not drawn)	-12%	-3%	-15%	0	-13%	6%	3%	-33%	-0.3
CCOC(=O)C1(CCc2ccccc2)CCN(C(=O)C(C)n2cncn2)CC1 (stereo not drawn)	-8%	-2%	-3%	-8	8%	-7%	-9%	13%	-2.1
COc1cc(CO)c(OC)c([N+](=O)[O-])c1	2%	0%	-5%	-4	3%	-1%	-3%	-15%	-1.7
O=C(Nc1ccccc1F)c1ccc(C(=O)c2ccccc2)cc1	?	-2%	-7%	2	14%	-2%	-17%	-8%	-0.3
CCN(CC(=O)NC1CCS(=O)(=O)C1)S(=O)(=O)c1c(C)c(C)cc(C)c1C (stereo not drawn)	-4%	5%	11%	4	-23%	-1%	4%	16%	-2.1
Cc1cc(C)n2nc(CC(=O)NC3CCCC(C)C3C)nc2n1 (stereo not drawn)	5%	2%	-10%	.	-1%	-16%	-9%	18%	-1.5
O=C(C1=NN[C@@H]2C(=O)N(c3cccc(C(F)(F)F)c3)C(=O)[C@H]12)c1ccc2ccccc2n1	0%	4%	2%	-2	0%	-7%	-9%	37%	-0.1
COc1ccccc1NC(=O)CSCC(=O)N1c2ccccc2CCc2ccccc21	4%	12%	-21%	2	0%	-18%	0%	37%	-3.4
COc1ccc(-c2csc(NC(=O)CSCc3c(C)noc3C)n2)c(OC)c1	6%	6%	-14%	2	28%	-6%	-28%	27%	-0.6
O=C(NCc1ccc(F)cc1)c1ccccc1OCc1ccccc1	15%	-8%	0%	-3	-12%	-7%	-6%	-18%	-1.2
Nc1cc(Cl)ccc1Oc1ccc2ccccc2c1	?	-18%	-9%	.	-11%	-8%	-7%	-9%	-2.1
Cc1onc(-c2ccccc2Cl)c1C(=O)Nc1cccc(-c2nc3ncccn3c2C)c1	10%	-1%	1%	.	10%	-5%	-1%	33%	-0.6
CCOC(=O)C1(Cc2ccccc2C)CCCN(C(=O)CN2CCCCC2=O)C1 (stereo not drawn)	-1%	-1%	-30%	0	0%	-22%	14%	11%	-2.0
CC1CCCCC12NC(=O)N(CC(=O)N1CCc3ccccc31)C2=O (stereo not drawn)	-5%	3%	-7%	-4	12%	2%	4%	13%	0.3
COc1ccc(CNC(=O)C2CCN(S(=O)(=O)c3c(C)n[nH]c3C)CC2)cc1	4%	-5%	-3%	4	21%	-1%	-9%	-14%	0.0

Next section:
SMILES	EPAC1 ag	aSyn rescue	EPAC1 antag	PI5P4Ka inh	Abeta rescue	PLK1 PBD inh	WRN inhibitor	FUS suppressor	IL-2 act
Cc1nn(C2CCS(=O)(=O)C2)c2nc(C3CC3)cc(C(=O)Nc3ccc(C(N)=O)cc3)c12 (stereo not drawn)	5%	0%	-7%	1	2%	-5%	-1%	2%	2.6
O=C(O)CC(NC(=O)C12CC3CC(CC(C3)C1)C2)c1cccc(Cl)c1 (stereo not drawn)	-4%	-1%	-16%	-2	9%	0%	5%	-2%	-0.8
CSc1nc(N)c2c(n1)N(C)C=NS2(=O)=O	11%	0%	1%	1	-4%	-9%	4%	5%	-0.7
COc1ccc(/C=N\NC(=O)COc2ccc(C(C)(C)C)cc2)cc1Cn1nc(C)cc1C	-13%	7%	-30%	2	11%[9.22 µM]	-2%	-30%	-12%	4.6
Cc1ccc(C)c(OCCNc2ncccc2[N+](=O)[O-])c1	13%	2%	?	25	0%	-8%	-10%	-5%	-0.9
O=C1CCCCN1CCC(=O)N1CCCC(Nc2ccccc2)C1 (stereo not drawn)	1%	1%	-5%	3	-11%	-3%	0%	-17%	0.2
C[C@H](CO)N1C[C@H](C)[C@@H](CN(C)C(=O)Nc2cccc3ccccc23)OCCCC[C@H](C)Oc2ccc(NS(=O)(=O)c3cn(C)cn3)cc2C1=O	2%	11%	-12%	-23	7%	-21%	-8%	?	-0.1
CSc1nc2cc(S(=O)(=O)N3CCOCC3)ccc2s1	8%	15%	5%	.	-19%	-14%	8%	14%	-0.6
O=c1[nH]c(=O)n(-c2ccc(F)cc2)c2c1C(C(F)(F)F)(C(F)(F)F)N=C(c1ccc(F)cc1)N2	-1%	2%	-7%	2	-9%	-6%	-11%	14%	-0.5
COc1cccc(CNC(=O)CCNC(=O)Cn2ccc3ccccc3c2=O)c1	-4%	-2%	11%	0	20%	-2%	9%	12%	0.5
CC1CCN(c2cc(N3CCOCC3)c(F)cc2[N+](=O)[O-])CC1	-3%	-5%	7%	4	5%	-10%	-4%	-2%	4.3
COCC(=O)N1CCN(c2cccc(C(F)(F)F)c2)CC1	-1%	-1%	9%	-1	0%	4%	-1%	-39%	1.2
CCOC(=O)C1CCCN(C(=O)CCCn2c(=O)c3cccn3c3cccnc32)C1 (stereo not drawn)	7%	-2%	9%	-1	-1%	-11%	1%	8%	-1.4
Cc1cccc(C(=O)O/N=C(\N)Cc2cccc3ccccc23)c1	3%	-77%[inhibitor]	6%	5	-91%[inhibitor]	-4%	-7%	5%	-0.4
CC(=O)Nc1ccccc1NS(=O)(=O)c1ccccc1[N+](=O)[O-]	-1%	1%&3%	10%	-5	-8%	7%	7%	8%	0.1
CN(Cc1ccccc1)C(=O)c1cccc(N2C(=O)NC3CC2(C)Oc2ccccc23)c1 (stereo not drawn)	15%	3%	-11%	-2	17%	-1%	6%	23%	-1.2
COc1ccc(/C=N/N=C2\SC(CC(=O)O)C(=O)N2c2ccccc2)cc1 (stereo not drawn)	9%	-4%	10%	0	-1%	-10%	-19%	2%	3.8
COc1ccc(-n2nc(C(=O)NCC(=O)NCC3COc4ccccc4O3)c3ccccc3c2=O)cc1 (stereo not drawn)	5%	4%	0%	-5	-3%	0%	0%	?	-2.7
O=C(CCc1nc2ccccc2c(=O)[nH]1)NCC(=O)Nc1ccc(F)c(F)c1	2%	-8%	12%	-12	0%	-8%	2%	4%	-2.5

Reformatted: entries from further up.
Sequence of screens – EPAC1 ag	aSyn rescue	EPAC1 antag	PI5P4Ka inh	Abeta rescue	PLK1 PBD inh	WRN inhibitor	FUS suppressor	IL-2 act
CCOC(=O)C1CCCN(C(=O)CCCn2c(=O)c3cccn3c3cccnc32)C1 (stereo not drawn)
 : 7%	-2%	9%	-1	-1%	-11%	1%	8%	-1.4
Cc1cccc(C(=O)O/N=C(\N)Cc2cccc3ccccc23)c1
 : 3%	-77%[inhibitor]	6%	5	-91%[inhibitor]	-4%	-7%	5%	-0.4
CC(=O)Nc1ccccc1NS(=O)(=O)c1ccccc1[N+](=O)[O-]
 : -1%	1%&3%	10%	-5	-8%	7%	7%	8%	0.1
CN(Cc1ccccc1)C(=O)c1cccc(N2C(=O)NC3CC2(C)Oc2ccccc23)c1 (stereo not drawn)
 : 15%	3%	-11%	-2	17%	-1%	6%	23%	-1.2
COc1ccc(/C=N/N=C2\SC(CC(=O)O)C(=O)N2c2ccccc2)cc1 (stereo not drawn)
 : 9%	-4%	10%	0	-1%	-10%	-19%	2%	3.8
COc1ccc(-n2nc(C(=O)NCC(=O)NCC3COc4ccccc4O3)c3ccccc3c2=O)cc1 (stereo not drawn)
 : 5%	4%	0%	-5	-3%	0%	0%	?	-2.7
O=C(CCc1nc2ccccc2c(=O)[nH]1)NCC(=O)Nc1ccc(F)c(F)c1
 : 2%	-8%	12%	-12	0%	-8%	2%	4%	-2.5
